Source: PubChem BioAssay (Sanford-Burnham Center for Chemical Genomics)
Gli-Sufu antag – blocks Gli-Sufu signaling in a luciferase reporter; Sufu-KO-LIGHT fibroblasts, Gli luciferase reporter luminescence; inhibition, % at 5 µM; actives 0.74% (n = 340,000);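 active = inhibition above about 55%, limit read from the data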;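 also: 0% = DMSO-treated cells and 100% = wells with medium but no cells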
UBC13 polyUb – human UBC13 polyubiquitination inhibition. UBC13 polyubiquitin chain formation, TR-FRET. actives 0.47% (n = 330,000). inhibition, % at 20 µM. P61088. AID 485273; in the data active = inhibition above about 45%, passing the limit was not always enough
Apaf-1 inh – inhibitors of human Apaf-1 apoptosome. actives 0.71% (n = 330,000). inhibition, % at 20 µM. reconstituted apoptosome caspase-3 activity, DEVD-Rh110 fluorescence; active = inhibition of at least 40% at 20 µM;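 also: plate controls were DMSO wells for no effect and DEVD-CHO caspase inhibitor wells for full effect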
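Material: reconstituted apoptosome with Apaf-1, cytochrome c, caspase-9, procaspase-3, dATP. Technique: Rh110 fluorescence intensity. Buffer or medium: pH 7.5 Hepes buffer with CHAPS, BSA, DTT. Times: 30 min plus 50 min, RT.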
SENP7 inh – blocks the human protease SENP7; Q9BQF6; recombinant SENP7, Z-RLRGG-aminoluciferin luminescence, 40 min; inhibition, % at 5 µM; actives 1.5% (n = 330,000);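 active = inhibition above about 50% at the single test dose, limit read from the data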;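 also: plate controls were DMSO with enzyme for no effect and no enzyme buffer wells for full effect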
Jurkat NFkB inh – inhibitors of the PMA/ionomycin-induced NF-kB reporter in Jurkat cells. PMA/ionomycin-induced NF-kB luciferase reporter, luminescence. inhibition, % at 4 µM. actives 0.53% (n = 330,000). AID 435003
697 NFkB inh – lowers PMA/ionomycin-induced NF-kB signal in 697 B cells. 697 B-cell NF-kB luciferase reporter, 16 h. inhibition, % at 4 µM. actives 0.33% (n = 330,000). AID 435022; in the data active = inhibition above about 35%
HKDC1 inhibitor – blocks human hexokinase HKDC1 activity; inhibition, % at 20 µM; AID 493160; actives 0.16% (n = 340,000); recombinant HKDC1, G6PDH/diaphorase resazurin coupled fluorescence;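 active = inhibition above about 35% when tested at 20 µM, limit read from the data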;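 also: plate controls were DMSO wells with enzyme for no effect and DMSO wells lacking enzyme for full effect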
Target sequence (Q2TB90 whole entry, looked up): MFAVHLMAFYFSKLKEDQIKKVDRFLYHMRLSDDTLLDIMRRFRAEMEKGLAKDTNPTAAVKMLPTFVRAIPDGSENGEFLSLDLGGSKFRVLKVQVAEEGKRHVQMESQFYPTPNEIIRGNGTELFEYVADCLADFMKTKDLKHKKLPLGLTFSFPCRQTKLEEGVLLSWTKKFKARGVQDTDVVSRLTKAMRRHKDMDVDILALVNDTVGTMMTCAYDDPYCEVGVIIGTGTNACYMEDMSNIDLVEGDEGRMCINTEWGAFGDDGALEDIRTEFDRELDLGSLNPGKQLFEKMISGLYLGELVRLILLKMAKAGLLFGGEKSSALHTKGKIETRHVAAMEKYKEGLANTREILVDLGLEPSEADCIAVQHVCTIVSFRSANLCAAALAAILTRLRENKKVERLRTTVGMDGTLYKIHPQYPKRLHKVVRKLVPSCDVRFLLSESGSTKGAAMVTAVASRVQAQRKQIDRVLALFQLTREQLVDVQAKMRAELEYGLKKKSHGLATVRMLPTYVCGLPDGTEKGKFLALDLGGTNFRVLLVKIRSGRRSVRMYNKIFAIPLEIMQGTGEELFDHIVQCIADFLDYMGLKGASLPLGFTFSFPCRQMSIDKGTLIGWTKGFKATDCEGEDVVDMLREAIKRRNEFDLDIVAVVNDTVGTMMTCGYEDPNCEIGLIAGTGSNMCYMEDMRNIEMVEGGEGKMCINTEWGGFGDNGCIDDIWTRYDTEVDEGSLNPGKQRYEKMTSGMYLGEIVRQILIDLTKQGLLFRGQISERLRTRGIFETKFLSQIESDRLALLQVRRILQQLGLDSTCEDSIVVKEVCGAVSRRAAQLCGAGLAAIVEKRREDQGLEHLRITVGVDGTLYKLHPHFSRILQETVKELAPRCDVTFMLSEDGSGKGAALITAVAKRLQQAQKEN
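Incubation: 90 min at room temperature in dark / Material: recombinant HKDC1 (HK5) hexokinase enzyme, produced in-house / Quantity: enzyme 5 µg/mL final / Compound: one dose of 20 µM, 1% DMSO / Reagent: glucose and ATP substrates / Buffer or medium: Tris pH 8.0 buffer with MgCl2, Tween-20, BSA, BME / Technique: resorufin fluorescence at 613 nm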
SENP8 inh – blocks the human protease SENP8 | Q96LD8 | purified SENP8, Z-RLRGG-aminoluciferin cleavage, luminescence | inhibition, % at 10 µM | actives 1.2% (n = 330,000) | AID 2540
Starred values were filed as active, the others as inactive; / = no result given. Rule as the data show it, unless noted: active = inhibition above about 50%; inactive = the rest.

SMILES	Gli-Sufu antag	UBC13 polyUb	Apaf-1 inh	SENP7 inh	Jurkat NFkB inh	697 NFkB inh	HKDC1 inhibitor	SENP8 inh
COc1ccc(NC(=S)N2CCC(C(=O)c3ccc(F)cc3)CC2)c(OC)c1	10	-9	9	-11	-2	2	-4	-14
Cc1c(O)nc(SC2CC(=O)N(c3cc(Cl)cc(Cl)c3)C2=O)[nH]c1=O (configuration not stated)	6	7	0	-10	-1	-19	2	-7
COCCCn1c(=S)[nH]c2sc3c(c2c1=O)CCCS3	0	-10	6	13	-11	-28	-1	-1
COc1cccc(C(=O)OCC(=O)Nc2ccc(N3CCOCC3)cc2)c1	-2	1	-10	-1	-4	17	-8	8
COc1ccc(C(=O)c2c(C)c3cc(C)ccc3n2CC(O)CN2CCOCC2)cc1 (configuration not stated)	19	-7	0	6	-16	14	3	-9
Cc1cc(C)c(S(=O)(=O)n2nc(C)c(Br)c2C)c(C)c1	5	7	-32	-1	11	-8	-2	-5
CCOC(=O)N1CCN(C(=O)COc2ccc3oc4c(c3c2)CCCC4)CC1	-6	9	12	-3	20	15	-6	6
CC(C)N=C(NC#N)SCc1ccccc1F	5	-2	-11	0	-7	-15	-8	1
Cc1ccc(OCC(=O)N2CCC(C)CC2)c([N+](=O)[O-])n1	5	-9	-2	8	7	28	-3	1
CC(=O)c1cccc(NC(=O)CN2C(=O)COc3ccc(S(=O)(=O)N4CCOCC4)cc32)c1	1	-2	3	-4	15	16	4	1
Cc1ccc(S(=O)(=O)NC(CC(=O)NCC2CCCO2)c2ccccc2)cc1 (configuration not stated)	2	-10	1	3	-3	15	-7	-6
COc1ccc(NC(C)=O)cc1NC(=O)CN1CCN(CC(=O)Nc2ccccc2Cl)CC1	10	-4	2	8	5	-2	-6	-5
COc1cccc(CNC(=O)CCNC(=O)N2CCn3c2nc2ccccc23)c1	-10	0	-2	-9	-5	3	-1	-1
O=C(NCc1ccc2c(c1)OCO2)C1CCCN1C(=O)Nc1ccc(F)cc1 (configuration not stated)	-15	4	1	0	1	16	-3	-2
CCOc1ccc(CN2CCN(Cc3ccsc3)C(CCO)C2)cc1CO (configuration not stated)	17	-20	-7	-7	-9	-7	9	-4
CC(=O)c1ccc(-n2c(SCC(=O)c3c[nH]c4ccccc34)nc3ccccc3c2=O)cc1	-5	-2	-17	9	10	21	0	6
Cc1c(NC(=O)c2cccc(NC(=O)COc3cccc(Br)c3)c2)c(=O)n(-c2ccccc2)n1C	0	-5	10	-7	-12	-10	-5	-11
O=C(/C=C\c1ccco1)Nc1nc(-c2ccccc2)cs1	1	-7	1	-12	-43	-62	-5	-10
COc1cc2c(cc1OC)C(NC(=O)c1ccc(C)cc1)CC2=O (configuration not stated)	0	1	0	2	-18	-1	5	1
COc1cccc(C(=O)C2CCCN(C(=O)c3cccc(C#CC(C)(C)O)c3)C2)c1 (configuration not stated)	14	-5	0	-4	12	6	-2	-5
O=C1C2C3C=CC(CC3)C2C(=O)N1/N=C/c1ccccc1O (configuration not stated)	7	4	-17	11	-9	-25	12	-8
Cc1ccc(N(CC(=O)NCc2ccc3c(c2)OCO3)C(=O)CCC(=O)Nc2ccccn2)cc1	-9	1	20	-15	-51	-29	2	-14
CCN1C(=O)[C@H]2[C@@H](c3ccc(-c4ccc(OC)cc4)c(OC)c3)N3CCCC[C@@]3(C(=O)OC)[C@H]2C1=O	-8	2	25	-16	7	-29	2	-13
Cc1cccnc1NC(=O)CCc1nnc2ccc(N3CCC4(CC3)OCCO4)nn12	2	-3	8	0	-4	-40	-6	5
CC1=C(C(=O)OCc2ccc3c(c2)OCO3)C(c2ccc(Cl)cc2)NC(=O)N1 (configuration not stated)	-7	12	20	4	71*	-18	-6	-5
Cc1cc(/C=C2\SC(=S)NC2=O)c(C)n1-c1ccc(O)cc1	-68	-3	-3	5	5	-2	7	7
CCOc1ccc(Cc2nnc(SCC(=O)Nc3ccc(OC)cc3)n(N)c2=O)cc1	-18	-7	2	11	-10	-27	-7	-8
O=C(COC(=O)c1ccccn1)NCc1ccc(Cl)cc1Cl	4	-1	-8	3	11	10	-3	-2
COc1cc2c(cc1OC)C(c1ccc(-c3ccc(Cl)c(Cl)c3)o1)=NCC2	18	5	41*	19	2	-15	7	-1
COc1ccccc1CCNC(=O)Nc1cccc([N+](=O)[O-])c1	9	6	1	17	-3	9	3	3

7 structures already listed, sorted by SMILES length, rising.
SMILES	Gli-Sufu antag	UBC13 polyUb	Apaf-1 inh	SENP7 inh	Jurkat NFkB inh	697 NFkB inh	HKDC1 inhibitor	SENP8 inh
O=C(COC(=O)c1ccccn1)NCc1ccc(Cl)cc1Cl	4	-1	-8	3	11	10	-3	-2
O=C1C2C3C=CC(CC3)C2C(=O)N1/N=C/c1ccccc1O (configuration not stated)	7	4	-17	11	-9	-25	12	-8
COc1ccccc1CCNC(=O)Nc1cccc([N+](=O)[O-])c1	9	6	1	17	-3	9	3	3
Cc1cccnc1NC(=O)CCc1nnc2ccc(N3CCC4(CC3)OCCO4)nn12	2	-3	8	0	-4	-40	-6	5
CCOc1ccc(Cc2nnc(SCC(=O)Nc3ccc(OC)cc3)n(N)c2=O)cc1	-18	-7	2	11	-10	-27	-7	-8
CC1=C(C(=O)OCc2ccc3c(c2)OCO3)C(c2ccc(Cl)cc2)NC(=O)N1 (configuration not stated)	-7	12	20	4	71*	-18	-6	-5
Cc1ccc(N(CC(=O)NCc2ccc3c(c2)OCO3)C(=O)CCC(=O)Nc2ccccn2)cc1	-9	1	20	-15	-51	-29	2	-14

(list continues)
SMILES	Gli-Sufu antag	UBC13 polyUb	Apaf-1 inh	SENP7 inh	Jurkat NFkB inh	697 NFkB inh	HKDC1 inhibitor	SENP8 inh
COc1ccc(CN(CC2CCC(C(=O)O)CC2)C(=S)Nc2cc(C)cc(C)c2)cc1 (configuration not stated)	13	-2	-9	8	9	19	8	-2
O=C(Nc1cccc(-n2cnnn2)c1)c1ccoc1COc1ccc(Cl)cc1	5	1	20	-1	2	-26	-2	-5
CCOc1ccccc1N(C(=O)CNS(=O)(=O)c1ccccc1)C(CC)C(=O)NCc1ccco1 (configuration not stated)	3	5	-3	2	10	10	10	1
CN(C(=O)c1c[nH]c(=O)cc1C(F)(F)F)c1ccc(Cl)c(Cl)c1	3	-15	-6	1	-33	-47	3	-5
COCCn1c(C)cc(C(=O)COC(=O)CNC(=O)c2ccco2)c1C	4	-4	0	-6	-8	11	-6	-5
CCOC(=O)CSc1ccc(C(=O)Nc2ccc(Cl)cc2)cn1	-6	8	2	-10	8	7	-5	-3
Cn1c(C(=O)OCC(=O)NCc2cccs2)cc2sccc21	1	-6	-9	-4	5	-42	-10	-6
CCn1c(SCC(=O)Nc2nc3ccc(OC)cc3s2)nc2c1c(=O)n(C)c(=O)n2C	17	-2	-4	3	3	-7	-7	-2
CS(=O)(=O)c1ccccc1-c1nc(-c2ccc(C(F)(F)F)cc2)no1	7	6	12	-1	-10	-5	1	-9
O=S(=O)(NCc1cccnc1)c1ccc(Cl)c(Cl)c1Cl	-1	44	9	-10	-16	-37	3	-4
O=C(N/N=C(\Cc1ncc[nH]1)c1ccccc1)c1ccncc1	-5	-21	-5	3	12	17	-13	-1
Cc1cc(C)cc(NC(=S)NCc2ccncc2)c1	0	7	-23	1	8	4	-2	-1
COCC(C)N=C1NN=C(c2cccs2)C(CC(=O)O)S1 (configuration not stated)	-11	-8	4	-4	9	0	12	-1
Cc1c(CCC(=O)N2CCC(C(=O)O)(c3ccccc3)CC2)c(=O)oc2cc3oc4c(c3cc12)CCCC4	9	-6	1	2	-1	53*	3	-3
CCn1nc(Cc2cccc3ccccc23)c(C#N)c1N	-1	6	8	6	3	8	3	-3
CC(C)n1cnnc1SCC(=O)Nc1ccc(N2CCCCC2)cc1	-15	1	-3	-6	2	8	-4	-1
COc1ccc(-c2nc(CN3CCC(C(=O)N4CCc5ccccc54)CC3)c(C)o2)cc1OC	-11	4	17	-7	9	-19	-4	-16
COc1ccc(/C=C/C(=O)OCC(=O)c2c[nH]c3ccccc23)cc1	-2	-6	-11	-9	12	15	-3	5
Cc1nn(C)cc1/C=C1\CCC/C(=C\c2cn(C)nc2C)C1=O	4	-13	4	-4	-12	8	-3	-7
CC(=O)N1c2ccc(S(=O)(=O)N3CCC(C(=O)NCCc4ccc(Cl)cc4)CC3)cc2CC1C (configuration not stated)	40	5	6	2	40	-25	-1	3
CCOC(=O)CSC1=C(C#N)C(c2ccccc2Cl)C(C(=O)OC)C(=O)N1 (configuration not stated)	-9	2	4	-9	6	-5	-4	-2
O=C(/C=C/c1cccc([N+](=O)[O-])c1)OCC1CCCO1 (configuration not stated)	-1	-6	0	-1	5	4	-2	-10
O=C(COC(=O)c1cn(-c2ccccc2)nc1-c1ccccc1)c1ccc([N+](=O)[O-])cc1	/	-4	1	12	3	13	/	6
O=C(C(Cc1ccc(Cl)cc1)NS(=O)(=O)c1ccccc1)N1CC[C@@]2(O)CCCC[C@H]2C1 (some centres not stated)	7	5	7	-3	-4	-11	-4	-9
CC1CCCN(c2c([N+](=O)[O-])cc(C(=O)O)cc2[N+](=O)[O-])C1 (configuration not stated)	-1	-1	-2	-1	5	19	10	-1
O=C(c1cc(-c2cccs2)nc2ccccc12)N1CCN(S(=O)(=O)c2ccccc2)CC1	3	31	12	9	8	20	7	-4
CC(C)(C)c1ccc(OCCCCCCN2CCNCC2)cc1	-1	15	-11	6	-3	-4	-4	-2
Cc1ccc(C)c(OCc2nnc(SCC(=O)NC(=O)NCc3ccco3)o2)c1	-2	0	23	-3	5	-12	-8	-3
O=C(NNC(=O)c1cc(S(=O)(=O)N2CCOCC2)c(Cl)cc1Cl)c1ccccc1F	5	5	-8	-14	4	6	-3	6
CNC(=S)NC1CC2CCCC(C1)N2Cc1ccco1 (configuration not stated)	6	-3	-12	-21	4	6	4	-11
CC(=O)N1CCOc2ccc(S(=O)(=O)NCC3CCC(C(=O)Nc4ncccc4C)CC3)cc21 (configuration not stated)	14	5	-11	0	14	5	-9	1
